Source: PubChem (several laboratories)
PP1 inh = counter-screen for PP5 inhibitors: inhibitors of human PP1-alpha. P62136. purified PP1alpha, OMFP fluorescence. inhibition, % at 6.7 µM. 320,000 tested, 0.9% active. AID 2235;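 active = inhibition above the mean inhibition of all tested compounds plus 3 SD, computed separately for each screening campaign, cut at about 15% in these data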
HCV core dimer = blocks dimerization of HCV core protein; TR-FRET GST/Flag-core106 dimerization, 1536-well; inhibition, % at 5 µM; 300,000 tested, 0.33% active; AID 1899;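 active = inhibition above the mean of all tested compounds plus 3 SD, set per screening campaign, cut at about 45% in these data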
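assay system = GST-tagged and Flag-tagged HCV core protein residues 1-106 | controls = unlabelled core106 and no-GST-core106 wells | incubation = compound-protein-antibody incubation 4 h at 22.5 °C | probe or stimulus = Eu donor and XL665 acceptor anti-tag antibodies | read-out = % inhibition based on acceptor/donor emission ratio | signal = TR-FRET 671 and 617 nm emission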
PREPL inhibitor = inhibitors of human prolyl oligopeptidase-like enzyme PREPL; recombinant PREPL, fluorescence polarization activity-based probe; inhibition, % at 5.96 µM; 320,000 tested, 0.68% active; in the data active = inhibition above about 43%;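 also: 0% = enzyme with DMSO and 100% = wells lacking enzyme; many of its hits are not listed in these tables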
TPT1 inhibitor = inhibitors of Candida albicans tRNA 2'-phosphotransferase TPT1 | recombinant caTPT1, FP RNA substrate dephosphorylation | inhibition, % at 5 µM | 300,000 tested, 0.81% active | AID 1962;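 active = inhibition above the mean of all tested compounds plus 3 SD, set per screening campaign, cut at about 24% in these data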;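 also: plate controls were DMSO alone for no effect and ferristatin control at 100 nM for full effect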
ZTA counter = blocks Epstein-Barr virus ZTA, an EBNA-1 counter-screen; P03206; ZTA-DNA binding, fluorescence polarization; inhibition, % at 11 µM; 320,000 tested, 0.15% active; in the data active = inhibition above about 33%
Target sequence (P03206 whole entry, looked up): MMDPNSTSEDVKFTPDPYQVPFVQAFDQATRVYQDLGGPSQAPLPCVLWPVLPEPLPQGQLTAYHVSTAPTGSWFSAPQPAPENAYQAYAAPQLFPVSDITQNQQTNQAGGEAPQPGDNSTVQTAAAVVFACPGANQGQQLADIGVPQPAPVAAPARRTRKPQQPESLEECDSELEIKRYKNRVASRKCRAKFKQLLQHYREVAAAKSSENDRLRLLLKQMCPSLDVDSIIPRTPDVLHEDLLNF
EBNA-1 inhibitor = blocks EBNA-1 binding to DNA. 300,000 tested, 0.34% active. inhibition, % at 14.8 µM. EBNA-1 DNA binding, fluorescence polarization; in the data active = inhibition above about 28%
Efflux pump mplx = inhibitors of Candida antifungal efflux pumps expressed in yeast; S. cerevisiae Candida pump triplex, Nile Red efflux; inhibition, % at 10 µM; 330,000 tested, 0.44% active;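 active = plate passing quality check with inhibition over a set limit, or well fluorescence over plate mean plus 4 SD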;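 also: Nile Red retained in pooled yeast measured as flow cytometry median fluorescence; 0% = buffer negative control and 100% = Enniatin B positive control; higher means more Nile Red kept so more efflux inhibition; some compounds called inactive have numbers as strong as hits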
PP5 primary = PP5 (human) phosphatase inhibition; P53041; 320,000 tested, 0.18% active; AID 1987; purified PP5c, OMFP substrate fluorescence; inhibition, % at 6.7 µM;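 active = inhibition above the campaign's mean inhibition across all tested compounds plus 3 SD, cut at about 9.5% in these data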;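 also: 0% = DMSO only and 100% = 100 µM cantharidin control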
Target sequence (P53041 whole entry, looked up): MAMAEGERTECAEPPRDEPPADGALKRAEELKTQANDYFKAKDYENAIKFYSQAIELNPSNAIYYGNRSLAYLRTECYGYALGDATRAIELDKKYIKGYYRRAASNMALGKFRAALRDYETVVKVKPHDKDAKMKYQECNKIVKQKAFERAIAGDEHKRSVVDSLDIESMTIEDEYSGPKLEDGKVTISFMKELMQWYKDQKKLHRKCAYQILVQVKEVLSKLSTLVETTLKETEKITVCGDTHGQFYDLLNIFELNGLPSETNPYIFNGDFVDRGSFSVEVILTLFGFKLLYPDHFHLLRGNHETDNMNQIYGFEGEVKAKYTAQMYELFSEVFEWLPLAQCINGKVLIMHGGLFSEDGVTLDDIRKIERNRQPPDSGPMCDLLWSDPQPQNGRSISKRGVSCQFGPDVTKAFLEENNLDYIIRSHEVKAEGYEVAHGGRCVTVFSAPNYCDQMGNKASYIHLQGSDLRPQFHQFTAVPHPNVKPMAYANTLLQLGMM
CTSL1 counter = cathepsin L1 inhibition, PFM18AAP counter-screen | 300,000 tested, 0.49% active | recombinant F. hepatica cathepsin L1, Z-Leu-Arg-MCA fluorescence | inhibition, % at 5.96 µM;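 active = inhibition above the mean of all tested compounds plus 3 SD, set per screening campaign, cut at about 17% in these data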;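 also: 0% = plate median of test compound wells and 100% = 1 µM Z-Phe-Ala-diazomethylketone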
An asterisk follows results filed as active; . = no result given.

structure,PP1 inh,HCV core dimer,PREPL inhibitor,TPT1 inhibitor,ZTA counter,EBNA-1 inhibitor,Efflux pump mplx,PP5 primary,CTSL1 counter
O=C(NCCCCc1ccccc1)C1CC(c2cccc([N+](=O)[O-])c2)=NO1 (centres undefined),5.7,4.0,2.5,0.1,0.7,1.4,0.1,3.7,-3.7
COCCOC(=O)c1c(C)n(C)c2ccc(OC(=O)c3ccccc3F)cc12,-0.7,0.3,28.5,-0.1,8.8,-15.7,0.1,2.4,2.2
Cc1ccc(C)c(NC(=S)N2CCCCCC2)c1,-0.5,-7.2,3.7,2.1,-1.5,-5.7,0.0,2.4,-0.9
O=C1CCC(=O)N1CN(Cc1ccco1)CN1C(=O)CCC1=O,-3.9,-2.3,0.8,-6.6,5.2,14.1,0.0,-0.9,-1.8
N#CCC(=O)Nc1ccc(C(=O)N2CCN(c3ccccn3)CC2)cc1,-2.2,-3.1,8.5,-2.5,9.2,7.9,-0.2,-0.6,-0.8
Cc1ccc(S(=O)(=O)NC2CCCCC2)cc1C(=O)N1CCC(C(N)=O)CC1,-2.9,.,14.6,.,-10.2,.,-0.1,-0.2,.
CN(Cc1ccccc1)C(=O)CCNS(=O)(=O)c1ccc2c(c1)oc(=O)n2C,0.0,4.8,1.9,1.7,-5.2,11.2,0.1,-0.4,-4.8
Cc1cccnc1NC(=O)CNC(=O)COc1ccccc1,-3.2,-3.2,-7.1,5.7,-5.9,-6.7,0.0,-0.4,-1.8
Cc1cc(C)nc(-n2nc(C)cc2NC(=O)CNC2CCCCC2)n1,0.2,-0.2,-7.1,-2.0,13.5,-2.5,-0.1,0.6,-3.5
CCOC(=O)c1cccnc1SCC(=O)NC(C)CC (centres undefined),-1.6,0.3,16.3,3.4,-1.6,-3.1,0.2,3.3,2.6
Cc1ccccc1OCC(=O)Nc1ccncc1,1.6,-10.7,15.0,-4.6,1.6,1.4,-0.1,-1.9,4.4
Cc1cccc(NS(=O)(=O)c2cc(C(=O)NCCC3=CCCCC3)ccc2Cl)c1,6.1,15.7,-0.3,0.8,1.5,1.4,0.1,3.2,3.6
O=C(Cc1nn[nH]n1)NCCC1=CCCCC1,-3.8,-0.9,3.8,-4.4,-6.8,-0.8,-0.2,2.0,1.9
CCc1nnc(NC(=O)CSc2nnc(-c3ccc(S(=O)(=O)N4CCCC4)cc3)n2CC)s1,-1.9,3.9,4.9,1.1,9.8,9.6,0.0,-1.5,0.0
O=C(Nc1cccc2ccccc12)C(=O)C1C(=O)Nc2ccccc21 (centres undefined),-0.5,-7.6,1.5,2.7,-13.5,14.4,-0.1,-1.0,3.3
COc1ccc(NC(=S)NC(C)c2ccncc2)cc1OC (centres undefined),-1.5,-1.8,6.8,-1.5,-7.6,-10.9,0.1,-1.5,5.0
O=C(CSc1nnnn1C1CCCC1)Nc1ccccc1N1CCOCC1,4.5,1.3,3.2,-0.4,2.4,-10.7,0.0,1.7,1.1
N#CCC(=O)Nc1cc(C(F)(F)F)ccc1N1CCOCC1,0.4,4.6,10.0,-0.9,2.2,-11.4,0.2,-1.7,4.2
OCC[C@@H]1C[C@H](O)[C@@H](O)[C@@]2(CCc3ccccc3CO2)O1,8.4,-10.3,5.5,1.2,-0.5,-9.8,0.2,-6.0,-5.4
COc1ccc(OC)c(C2C3=C(CCCC3=O)Nc3nnnn32)c1 (centres undefined),-4.1,-5.3,-1.2,-3.8,2.2,4.6,0.0,0.6,-0.9
COc1ccc(OC(=O)Cc2cccc3ccccc23)cc1,2.5,-0.5,11.5,-2.8,-9.8,-6.9,0.0,3.8,4.2
CC1(C)CC(CCN)(Cc2ccccc2Cl)CCO1 (centres undefined),0.5,-1.5,-31.1,-1.1,5.8,-8.7,0.2,2.7,-0.9
CCOc1ccc2[nH]c(=O)c(CN(Cc3nnnn3Cc3ccccc3)CC3CCCO3)cc2c1 (centres undefined),-3.6,-10.1,20.6,-7.4,-9.4,-15.5,0.1,-6.8,11.6
O=C(O)c1ccc(-c2nnc(-c3ccccc3)o2)cc1,-3.8,-5.0,-6.1,-4.0,-2.4,-1.4,-0.1,-0.4,-0.7
Cc1ccc2nc(NCCCO)[nH]c2c1,-2.9,-2.5,4.4,-2.7,5.6,-2.6,0.2,-1.3,-2.9
CCOC(=O)N1CCN(C(=O)COC(=O)CSc2ccc([N+](=O)[O-])cc2)CC1,-3.1,-1.3,2.7,-0.4,11.2,0.7,0.1,-1.1,-2.8
O=S1(=O)CCN2N=C(C3CC3)SC2=N1,-3.9,3.1,1.2,-1.0,14.5,5.4,-0.1,-3.2,2.2
COc1ccc(CC(=O)NCCN2CCCC2)cc1,-4.6,0.9,14.8,-1.4,2.1,-6.0,0.1,4.0,2.1
COc1ccc(NC(=O)CN(C)C(=O)COc2ccccc2Cc2ccccc2)cc1,-0.1,.,8.2,.,-6.5,.,0.1,5.7,.
CC1(C)CC(=O)C2=C(C1)OC(N)=C(C#N)[C@@]21C(=O)N(CC(N)=O)c2ccccc21,-4.4,-2.8,13.3,-0.3,1.6,-0.1,0.1,-1.2,2.2

15 compounds out of the list, ordered by molar mass, lowest first.
structure,PP1 inh,HCV core dimer,PREPL inhibitor,TPT1 inhibitor,ZTA counter,EBNA-1 inhibitor,Efflux pump mplx,PP5 primary,CTSL1 counter
Cc1ccc2nc(NCCCO)[nH]c2c1,-2.9,-2.5,4.4,-2.7,5.6,-2.6,0.2,-1.3,-2.9
O=C(Cc1nn[nH]n1)NCCC1=CCCCC1,-3.8,-0.9,3.8,-4.4,-6.8,-0.8,-0.2,2.0,1.9
COc1ccc(CC(=O)NCCN2CCCC2)cc1,-4.6,0.9,14.8,-1.4,2.1,-6.0,0.1,4.0,2.1
CC1(C)CC(CCN)(Cc2ccccc2Cl)CCO1 (centres undefined),0.5,-1.5,-31.1,-1.1,5.8,-8.7,0.2,2.7,-0.9
COc1ccc(OC(=O)Cc2cccc3ccccc23)cc1,2.5,-0.5,11.5,-2.8,-9.8,-6.9,0.0,3.8,4.2
OCC[C@@H]1C[C@H](O)[C@@H](O)[C@@]2(CCc3ccccc3CO2)O1,8.4,-10.3,5.5,1.2,-0.5,-9.8,0.2,-6.0,-5.4
N#CCC(=O)Nc1cc(C(F)(F)F)ccc1N1CCOCC1,0.4,4.6,10.0,-0.9,2.2,-11.4,0.2,-1.7,4.2
COc1ccc(NC(=S)NC(C)c2ccncc2)cc1OC (centres undefined),-1.5,-1.8,6.8,-1.5,-7.6,-10.9,0.1,-1.5,5.0
COc1ccc(OC)c(C2C3=C(CCCC3=O)Nc3nnnn32)c1 (centres undefined),-4.1,-5.3,-1.2,-3.8,2.2,4.6,0.0,0.6,-0.9
O=C(Nc1cccc2ccccc12)C(=O)C1C(=O)Nc2ccccc21 (centres undefined),-0.5,-7.6,1.5,2.7,-13.5,14.4,-0.1,-1.0,3.3
CC1(C)CC(=O)C2=C(C1)OC(N)=C(C#N)[C@@]21C(=O)N(CC(N)=O)c2ccccc21,-4.4,-2.8,13.3,-0.3,1.6,-0.1,0.1,-1.2,2.2
CCOC(=O)N1CCN(C(=O)COC(=O)CSc2ccc([N+](=O)[O-])cc2)CC1,-3.1,-1.3,2.7,-0.4,11.2,0.7,0.1,-1.1,-2.8
COc1ccc(NC(=O)CN(C)C(=O)COc2ccccc2Cc2ccccc2)cc1,-0.1,.,8.2,.,-6.5,.,0.1,5.7,.
CCOc1ccc2[nH]c(=O)c(CN(Cc3nnnn3Cc3ccccc3)CC3CCCO3)cc2c1 (centres undefined),-3.6,-10.1,20.6,-7.4,-9.4,-15.5,0.1,-6.8,11.6
CCc1nnc(NC(=O)CSc2nnc(-c3ccc(S(=O)(=O)N4CCCC4)cc3)n2CC)s1,-1.9,3.9,4.9,1.1,9.8,9.6,0.0,-1.5,0.0

Not all compounds are listed. The share of hits here may be higher or lower than overall.
